Source: PubChem
HCT116 bCat-KO – beta-catenin-lacking colon tumor cell growth suppression. HCT116 beta-catenin knockout viability, CellTiter-Glo, 60 h; stronger effect = lower value. viability, % at 10 µM. 140,000 compounds, 1.5% hits. AID 818;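 active = viability at or under a set limit, the compound median less 4 SD, cut at about 6% in these data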;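 also: 0% = Hyamine 1622 control at 20 µM and 100% = untreated cell control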
E-sel TNF inh – blocks E-selectin expression induced by TNF alpha; HUVEC TNFa-induced E-selectin immunofluorescence, high content; inhibition, % at 2 µM; 120,000 compounds, 0.71% hits;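 active = inhibition above the batch mean plus 3 SD, and confirmed as a hit on visual image review, cut at about 43% in these data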;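 also: 0% = TNF-stimulated DMSO wells and 100% = unstimulated control wells; not every result past the cut was called active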
BB579 growth dn – chemicals that inhibit yeast BB579 growth in restrictive medium (lifespan-shortening candidates); inhibition, % at 10 µM; 140,000 compounds, 0.51% hits; S. cerevisiae BB579 growth, OD615, 48 h;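 active = inhibition above a set limit, 3 SD over the mean compound inhibition, cut at about 44% in these data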; also: inactives centre near -24
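Test system: DeaD yeast strain BB579 / Buffer or medium: restrictive glucose-based CSMM-D medium / Doses: single 10 µM dose / Schedule: 4 h cell preincubation, 48 h compound exposure, 30 °C humidified / Technique: culture absorbance at 615 nm / Controls: amphotericin B positive control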
MRP-1 activ – MRP-1 activation; H69AR cells + doxorubicin, viability rescue, CellTiter-Glo; viability increase, % at 10 µM; 140,000 compounds, 0.61% hits; AID 799;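 active = viability gain under doxorubicin at or above a set limit, the compound median plus 3 SD, cut at about 4.7% in these data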;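 also: MRP-1 overexpressing cells given doxorubicin 25 µM after compound pretreatment; 18-22 h compound pretreatment then 72 h with doxorubicin before readout; 0% = doxorubicin-only wells and 100% = vehicle-treated cells without doxorubicin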
GALR2 blocker – GALR2 (human) receptor antagonism; 140,000 compounds, 0.39% hits; inhibition, % at 4 µM; AID 828; GALR2-expressing cells, antagonist mode; in the data active = inhibition above about 27%;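 also: cells stimulated with galanin 1-16 at roughly its EC80; 0% = agonist challenge control and 100% = basal control without agonist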
Target sequence (O43603 whole entry, looked up): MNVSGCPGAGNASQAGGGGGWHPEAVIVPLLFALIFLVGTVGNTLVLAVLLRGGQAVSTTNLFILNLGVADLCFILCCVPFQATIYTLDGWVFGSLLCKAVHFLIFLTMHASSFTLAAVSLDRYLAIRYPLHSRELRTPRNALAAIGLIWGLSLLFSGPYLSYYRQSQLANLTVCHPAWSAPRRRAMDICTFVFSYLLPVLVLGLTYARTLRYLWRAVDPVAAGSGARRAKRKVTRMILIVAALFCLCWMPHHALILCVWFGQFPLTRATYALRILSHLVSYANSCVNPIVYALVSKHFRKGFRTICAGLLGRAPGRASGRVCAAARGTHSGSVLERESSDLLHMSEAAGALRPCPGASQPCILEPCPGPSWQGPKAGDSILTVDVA
PTEN del growth – suppresses growth of cells with PTEN deletion. HCT116 PTEN-null viability, CellTiter-Glo, 60 h; stronger effect = lower value. viability, % at 10 µM. 140,000 compounds, 1.2% hits;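 active = viability at or below a set limit, 4 SD under the median of all tested compounds, cut at about 3.7% in these data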;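 also: PTEN knockout HCT116 line with beta catenin targeted HCT116 as companion control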
Measles CPE – protection of cells from measles virus. 140,000 compounds, 1.5% hits. protection (pct of control), % at 4 µM. Measles virus-infected cells, CPE protection, absorbance; in the data active = protection mostly above about 24%, no sharp cut-off; inactive = mostly below about 26%; also: some compounds called inactive have numbers as strong as hits
Phagocyt inh – inhibitors of macrophage phagocytosis. J774A.1 macrophage IgG-bead phagocytosis, imaging. inhibition, % at 5 µM. 110,000 compounds, 0.07% hits. AID 1029;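 active = inhibition above the mean of the plate negative controls plus 5 SD, cut at about 13% in these data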;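 also: phagocytic index as fraction of beads internalized from green versus red external bead signal; plate controls were DMSO negative control for no effect and cytochalasin-D positive control for full effect; some results beyond the cut were filed as inactive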
NPY Y2 blocker – blocks the human neuropeptide Y Y2 receptor. P49146. NPY-Y2 expressing cells, antagonist mode. inhibition, % at 2.7 µM. 140,000 compounds, 0.99% hits; in the data active = inhibition above about 17%;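 also: 0% = vehicle with agonist challenge and 100% = reference antagonist with challenge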
Target sequence (P49146 whole entry, looked up): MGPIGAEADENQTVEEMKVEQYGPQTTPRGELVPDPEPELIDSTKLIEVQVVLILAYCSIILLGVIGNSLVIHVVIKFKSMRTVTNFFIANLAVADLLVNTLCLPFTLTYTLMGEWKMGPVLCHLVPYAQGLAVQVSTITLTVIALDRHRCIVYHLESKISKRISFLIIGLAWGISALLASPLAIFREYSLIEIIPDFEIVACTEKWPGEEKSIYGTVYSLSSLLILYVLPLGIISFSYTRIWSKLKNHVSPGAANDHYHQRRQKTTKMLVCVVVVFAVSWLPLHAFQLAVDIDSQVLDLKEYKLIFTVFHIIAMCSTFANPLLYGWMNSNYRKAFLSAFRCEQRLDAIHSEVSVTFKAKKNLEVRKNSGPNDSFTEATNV
Yeast lifespan up – yeast lifespan extension | 130,000 compounds, 0.68% hits | S. cerevisiae growth with nicotinamide, OD615; deaD strain in restrictive glucose medium | AID 775 | inhibition of the nicotinamide effect, % at 10 µM;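 active = inhibition above a set limit, placed 3 SD over the median of all compounds, cut at about 26% in these data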;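 also: 0% = nicotinamide-treated wells and 100% = cells grown without nicotinamide; some compounds called inactive have numbers as strong as hits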
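Assay system: engineered S. cerevisiae DeaD replicative-lifespan strain, galactose-grown log-phase cells; medium: restrictive CSMM-D dextrose medium; also added: nicotinamide, 1.5 mM, co-present with compound; schedule: 48 h compound exposure at 30 °C, humidified; detection: absorbance at 615 nm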
The depositor's hits bear a star; . = no result given.

SMILES	HCT116 bCat-KO	E-sel TNF inh	BB579 growth dn	MRP-1 activ	GALR2 blocker	PTEN del growth	Measles CPE	Phagocyt inh	NPY Y2 blocker	Yeast lifespan up
COc1ccc(NC(=O)/C=C/c2cccc(F)c2)cn1	79	31	-16	0.6	-5	71	20	-6	0	-9
COc1ccc(CCNC(=O)Cn2nnc(-c3ccc(N4CCOCC4)cc3)n2)cc1OC	96	.	-24	-1.8	3	91	9	0	0	-21
Cc1ccc(CSCC(=O)NN=C2CCN(C)CC2)cc1	90	2	-6	-1.1	-4	101	4	-5	4	0
CCOC(=O)COn1c(SCC(=O)OCC)nc2ccccc2c1=O	109	21	-41	-2.6	-9	99	6	0	0	1
O=C(CSCCO)Nc1nccs1	102	.	-1	0.0	-9	102	4	0	-2	-13
CCC(C)c1ccc(NC(=S)NCc2cccnc2)cc1 (stereo not given)	96	-6	16	-1.8	-10	104	8	-12	1	-7
CC1CCc2c(C(=O)NCCN3CCOCC3)csc2C1 (stereo not given)	106	-21	-20	0.6	5	110	9	.	1	-12
C/C=C(\C)CN1CCN(c2ccccc2F)CC1	101	26	4	-3.5	-4	106	3	2	4	-7
CC(CC#CCN1CCOCC1)OCCC#N (stereo not given)	110	15	34	-3.3	7	90	3	-1	3	-23
CCOC(=O)COc1cc(N2C(=O)CSCC2=O)c(Cl)cc1Cl	94	-19	19	-3.1	-7	84	23	.	2	-7
Cc1nc2sc(C(c3ccco3)N3CCC(Cc4ccccc4)CC3)c(O)n2n1 (stereo not given)	88	7	11	-2.3	-1	87	11	.	2	-14
CCOc1ccccc1-n1c(SCC(=O)Nc2nccs2)nnc1-c1ccoc1C	69	-6	-20	-2.5	-1	72	42	1	17	-8
Cc1cc(C(=O)COC(=O)C2=NNC(=O)CC2)c(C)n1-c1ccccc1	86	0	-39	-2.3	-3	80	8	4	4	11
CC1(C)CC(=O)C/C(=N/NC(=O)C2CCN(S(=O)(=O)c3cccs3)CC2)C1	96	.	-35	0.4	7	99	6	-9	0	9
O=S(=O)(NC1CCCC1)c1ccc(Br)s1	74	-8	-17	-1.8	-8	73	4	-2	2	4
COc1ccc(/C=C/C(=O)c2ccc[nH]2)cc1OC	61	-33	-20	-1.7	2	77	2	0	0	-13
COc1ccc(N2CCN(C(=O)C3(C)CC3(Cl)Cl)CC2)cc1 (stereo not given)	93	.	-13	0.6	2	87	15	-4	-2	7
O=C(COc1cccc(-n2cnnn2)c1)NCCC1=CCCCC1	88	.	-73	-0.8	5	91	17	0	2	-1
Cc1cc(Oc2ccccc2)nc(-c2ccccc2O)n1	84	-19	-17	-2.5	-7	77	29	-3	4	-3
O=S(=O)(c1ccc(Br)s1)N1CCN(c2ccccn2)CC1	69	-27	-24	-1.2	-3	75	11	-2	4	15
CCN(CC)C(=O)N1c2ccccc2CC(N(CC)CC)c2ccccc21 (stereo not given)	76	.	-45	-1.3	-2	74	14	3	9	-9
NS(=O)(=O)c1cccc(NC(=O)CSc2nc3ccccc3c(=O)n2CCCN2CCOCC2)c1	100	-7	-35	-2.3	7	97	18	-6	3	1
COc1ccc(N2CCN(c3cc(C)c4ccc(O)cc4n3)CC2)cc1	94	-25	-21	-2.3	-1	91	30	.	-1	-2
Cc1ccc(OCC(O)CN2CC3(C)CC2CC(C)(C)C3)cc1 (stereo not given)	86	-5	-26	-1.2	9	81	18	1	6	0
CCS(=O)(=O)N1CCCC(c2nc(-c3cccc(OC)c3)no2)C1 (stereo not given)	78	-42	-12	-3.3	-2	77	28	0	3	-10
CC1Cc2ccccc2N1C(=O)CNCCCN(C)C (stereo not given)	87	-21	-46	-1.5	-4	99	15	-2	0	-5
CCOc1cc(C(=O)Nc2ccccc2N2CCN(S(C)(=O)=O)CC2)cc(OCC)c1OCC	29	-20	-12	-2.7	2	35	25	0	-1	-10
O=C(CSc1n[nH]c(-c2ccccc2)n1)NC(=O)NCc1ccco1	99	-26	-27	-2.5	-1	98	8	-1	0	-4
COc1ccc(OCC#CCNC(C)(C)C)cc1	107	12	-35	-0.6	1	115	6	0	4	1
CCOC(=O)c1cc(C(=O)OCC)cc(-n2cc(O)c(C(=O)OCC)n2)c1	50	-7	-36	-2.1	10	39	0	.	1	-1
CC(C)CNC(=S)NC1CC2CCC(C1)N2Cc1ccccc1 (stereo not given)	91	1	-7	-1.5	-6	90	2	.	2	-6
O=C(NC1(C(F)(F)F)N=C2SCCN2C1=O)c1ccco1 (stereo not given)	94	5	-28	-0.5	9	99	2	-1	1	2
Cc1cccc(NC(=O)CCN2C(=O)c3ccccc3C2=O)n1	106	.	-41	-0.1	-9	102	18	-1	3	2
CC(c1ccco1)N(C(=O)Nc1ccccc1)C1CCCCC1 (stereo not given)	96	9	-30	-3.5	0	86	5	.	4	6
CCC(=O)Nc1ccc(C(=O)NNC(=O)COc2cccc(C)c2)cc1	91	.	-38	-0.4	6	109	4	1	3	5
COCCCNC(=O)c1ccccc1Oc1ccccc1	98	.	-30	-0.1	-9	98	2	1	0	-8
CC1CN(C(=O)CCn2c(=O)oc3ccccc32)CC(C)O1 (stereo not given)	96	.	6	-1.3	-15	104	10	0	1	-7
CCN(CCCNC(=O)C1CCN(S(=O)(=O)N2CCOCC2)CC1)c1cccc(C)c1	83	15	-2	-0.8	-6	76	6	-2	0	-13
FC(F)(F)c1cc(-c2ccco2)nc(NCc2cccs2)n1	94	.	-10	-4.8	5	96	5	.	1	-12
Cn1c(C(=O)NCc2cccnc2)cc2sccc21	92	1	4	-0.1	11	83	15	0	4	-14
CN(C)CCNC(=O)c1cc2c(s1)-c1ccccc1OC2	73	10	9	-4.7	-5	77	5	.	-1	-8
CCCCN(CCCNC(=O)C1CCN(S(=O)(=O)N2CCOCC2)CC1)c1ccccc1	77	.	-26	-3.4	-7	72	3	-3	-3	-3
COc1cc(-c2ccccc2)nc(N)n1	80	2	-27	-1.4	-7	82	12	0	0	-4
O=C(Nc1ccccc1-c1nnc(SCc2ccccc2)o1)c1ccccc1	70	-11	-22	1.8	-4	66	3	.	4	7
CNC(=S)Nc1ccc2nc(C)c(C)nc2c1	104	4	-15	-1.0	3	86	7	.	0	-22
O=c1oc2cc(OCc3c(F)c(F)c(F)c(F)c3F)ccc2cc1-c1ccccn1	70	50	-41	-3.4	-7	63	6	-9	5	-2
O=C(CN1CCc2ccccc2C1)Nc1cc(S(=O)(=O)N2CCOCC2)ccc1N1CCOCC1	83	.	-42	-3.8	2	70	10	-2	1	6
Cc1ccc(C(=O)Nc2c3c(nn2C(C)(C)C)CS(=O)(=O)C3)cc1C	94	.	-19	-1.1	5	99	9	0	-1	2
Cn1c2c(c(=O)n(C)c1=O)[C@@H]1c3c(ccc4ccccc34)OC[C@@H]1CO2	89	22	-35	-3.3	6	80	39*	.	1	-13
COc1ccc(CNC(N)=O)cc1	94	0	-22	-0.2	9	95	8	.	4	.

(continued)
SMILES	HCT116 bCat-KO	E-sel TNF inh	BB579 growth dn	MRP-1 activ	GALR2 blocker	PTEN del growth	Measles CPE	Phagocyt inh	NPY Y2 blocker	Yeast lifespan up
COc1ccc(C(=O)/C(C)=N/O)cc1OC	92	-20	-34	-0.5	-1	102	2	1	-2	-7
C=CCNC(=S)N(CC=C)C1CCS(=O)(=O)C1 (stereo not given)	100	14	-6	1.3	3	104	4	-3	0	2
CCOC(=O)/C=C/C(=O)Nc1ccccc1-c1ccccc1NC(=O)/C=C/C(=O)OCC	3.9*	.	-35	-5.4	10	2.0*	9	-12	3	3
CCNC(=S)N1CCN(c2cccc(C(F)(F)F)c2)CC1	100	.	-9	0.2	-8	93	6	0	1	-2
COc1ccc(S(=O)(=O)N(CC(=O)NC2CC2)C2CCCCC2)cc1Cl	91	0	-23	-3.5	2	100	22	-1	-6	-6
CCOC(=O)c1sc(NC(=O)CNC(=O)Cn2cnc3sc(C)c(C)c3c2=O)nc1C	91	3	-21	0.3	8	96	10	0	1	.
CC(=O)c1ccc(N2C(=O)[C@@H]3C(CCC(N)=O)NC4(C(=O)Nc5c4ccc(Cl)c5C)[C@@H]3C2=O)cc1 (stereo not given in full)	86	.	-8	-1.6	5	86	1	0	5	-5
Cc1cccc(C(=O)NNS(=O)(=O)c2ccccc2[N+](=O)[O-])c1	87	-12	-14	-4.9	-11	88	6	.	3	.
O=C(Cc1cccs1)Nc1ccc(-c2nc3ccccc3[nH]2)cc1	74	-12	-27	-3.6	17	73	11	2	-1	-20
CNC(=S)N1CCN(c2ccccc2OC)CC1	88	5	15	-2.1	-14	93	8	.	2	-8
COCCCN1CCc2[nH]c(=S)[nH]c(=O)c2C1	96	.	-9	2.2	0	103	15	-3	0	2
COc1ccc(NC(=O)CCS(=O)(=O)c2cccc3nonc23)c(OC)c1	102	-35	-33	-0.2	7	107	7	-3	1	-4
